Source: PubChem BioAssay (National Center for Advancing Translational Sciences (NCATS))
Luciferase inh: qHTS Assay for Inhibitors of Firefly Luciferase. Potency, µM (highest dose often 57.1 µM), for the others: at the top dose activity change, negative = inhibition, usual class: inhibitors. hit rate 2.2% among 72,000. purified firefly luciferase, luminescence, 8 min. Luciferin 4-monooxygenase (Photinus pyralis), P08659; further: potency means the concentration at half of the fitted maximal effect; on the % scale 0 is the no-effect control and ±100 the full control effect; nearly all actives have a fitted effect of over 40% in size
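Titration-based qHTS; buffer 50 mM imidazole pH 7.2, 50 mM KCl, 7 mM MgCl2, 10 uM ATP, 0.01% Tween 20, 0.05% BSA; luciferase/luciferin detector mix added after compound; 8 min, ambient; luminescence.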
TexasRed autofl: qHTS Assay for Spectroscopic Profiling in Texas Red Spectral Region; Compound fluorescence, Texas Red channel, 547/618 nm; stronger effect = higher value; max dye-equivalent concentration, M; hit rate 0.06% among 59,000; AID 587, 2007; in the data active means max dye-equivalent concentration above about 10 nM; inconclusive means between about 1.1 nM and that limit
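Compound fluorescence was read after 15 min at room temperature in 100 mM Tris, pH 8.0, using 547 nm excitation and 618 nm emission across a concentration series. It was expressed as Texas Red dye-equivalent concentration from an on-plate standard curve.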
4-MU autofl: qHTS Assay for Spectroscopic Profiling in 4-MU Spectral Region | compound autofluorescence, 340/450 nm, 4-MU equivalents; stronger effect = higher value | max dye-equivalent concentration, M | hit rate 11% among 59,000; in the data active means max dye-equivalent concentration above about 10 nM; inconclusive means mostly about 1.1 nM to 9.6 nM
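Compounds in 100 mM Tris, pH 8.0, sat 15 min at room temperature before fluorescence was read at 340 nm excitation/450 nm emission; a per-plate six-point 4-MU standard curve converted signals to dye-equivalent concentration at each compound concentration.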
A350 autofl: qHTS Assay for Spectroscopic Profiling in A350 Spectral Region | Compound autofluorescence, 340/450 nm, Alexa 350 dye-equivalents; stronger effect = higher value | max dye-equivalent concentration, M | hit rate 11% among 59,000 | AID 590, 2007; in the data active means max dye-equivalent concentration above about 10 nM; inconclusive means mostly about 1.1 nM to 9.6 nM
Casp7 inh: qHTS Assay for Allosteric/Competitive Inhibitors of Caspase-7; P55210; hit rate 0.02% among 75,000; AID 889, 2007; recombinant caspase-7, Ac-DEVD-AFC fluorescence rate; Potency, µM (top dose mostly 57.5 µM), for inactives: at the top dose activity change, negative = inhibition, usual class: inhibitors; active means well fitted inhibition curve with a large enough effect in the main read-out, with a control signal flat, not every such curve was filed as active; inconclusive means small, poorly fitted or top-dose-only effect, or a change in a side signal; further: potency means the concentration at half of the fitted maximal effect; % of control where 0% means no effect
Target sequence (P55210 24-198 limits assumed): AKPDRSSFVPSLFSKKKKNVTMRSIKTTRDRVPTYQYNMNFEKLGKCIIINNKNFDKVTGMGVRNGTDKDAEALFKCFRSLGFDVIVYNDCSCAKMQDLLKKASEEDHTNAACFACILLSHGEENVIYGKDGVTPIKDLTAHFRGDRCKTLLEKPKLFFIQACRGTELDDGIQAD
Target sequence (P55210 207-303 limits assumed): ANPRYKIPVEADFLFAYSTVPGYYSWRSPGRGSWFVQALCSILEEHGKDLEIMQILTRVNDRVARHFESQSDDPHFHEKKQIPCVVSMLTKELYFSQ
ERK AVP block: qHTS Assay for Inhibitors of the ERK Signaling Pathway using a Homogeneous Screening Assay; HEK293-V1b, vasopressin-stimulated pERK AlphaScreen; Potency, µM (series often up to 57.5 µM), inactives show at the highest dose activity, negative = inhibition, actives largely listed as inhibitors; hit rate 0.99% among 72,000; AID 995, 2007; further: potency means the concentration at half of the fitted maximal effect; on the % scale 0 is the no-effect control and ±100 the full control effect; nearly all actives have a fitted effect of over 55% in size
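V1b-HEK293 cells; cpd 30 min 37C; 25 nM vasopressin 5 min; lyse 10 min; AlphaScreen beads 5 hr RT. Normalized to DMSO basal and 25 nM vasopressin; AC50 by Hill fit.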
Tau fil binding: qHTS Assay for Tau Filament Binding; Microtubule-associated protein tau (Homo sapiens), P10636; recombinant tau filaments, thioflavin S fluorescence, 15 h; filaments grown with octadecylsulfate alongside compound; Potency, µM (doses to about 57.1 µM), for the others: at the top dose activity change, negative = inhibition; hit rate 2% among 71,000; AID 596, 2007;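 further: potency means the concentration at half of the fitted maximal effect; on the % scale 0 is the no-effect control and ±100 the full control effect; actives lower thioflavin S fluorescence by blocking filaments or displacing dye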
Target sequence (P10636 whole entry, looked up): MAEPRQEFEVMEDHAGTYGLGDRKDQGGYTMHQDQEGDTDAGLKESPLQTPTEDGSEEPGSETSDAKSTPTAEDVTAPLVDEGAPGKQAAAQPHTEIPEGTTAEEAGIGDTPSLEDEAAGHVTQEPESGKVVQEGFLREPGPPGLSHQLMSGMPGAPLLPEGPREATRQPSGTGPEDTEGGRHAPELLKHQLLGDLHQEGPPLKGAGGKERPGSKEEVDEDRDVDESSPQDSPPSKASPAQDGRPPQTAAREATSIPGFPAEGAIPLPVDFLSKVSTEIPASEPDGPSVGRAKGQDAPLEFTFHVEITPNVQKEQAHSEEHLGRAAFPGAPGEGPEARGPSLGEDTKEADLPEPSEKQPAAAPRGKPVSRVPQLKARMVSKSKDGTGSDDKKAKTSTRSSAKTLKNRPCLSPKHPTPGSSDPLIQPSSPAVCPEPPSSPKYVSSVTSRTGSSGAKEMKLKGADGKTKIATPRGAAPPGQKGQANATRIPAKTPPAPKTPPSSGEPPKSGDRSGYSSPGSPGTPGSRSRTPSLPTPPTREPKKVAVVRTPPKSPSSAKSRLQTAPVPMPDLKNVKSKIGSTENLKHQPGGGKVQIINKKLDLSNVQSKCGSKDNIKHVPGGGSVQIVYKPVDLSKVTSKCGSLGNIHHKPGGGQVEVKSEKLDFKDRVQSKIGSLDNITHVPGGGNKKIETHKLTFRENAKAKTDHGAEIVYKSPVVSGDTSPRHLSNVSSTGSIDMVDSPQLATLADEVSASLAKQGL
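Assay mix: 1 uM His-tagged tau, 30 uM sodium octadecylsulfate, thioflavine S dye in HEPES/NaCl/DTT buffer. Compound is added prior to the inducer. Fluorescence after 15 h at 37 C.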
Fluorescein autfl: qHTS Assay for Spectroscopic Profiling in Fluorescein Spectral Region; Compound autofluorescence, 480/540 nm, fluorescein-equivalent; stronger effect = higher value; max fluorescein-equivalent concentration, M; hit rate 0.91% among 59,000; AID 593, 2007; in the data active means max fluorescein-equivalent concentration above about 10 nM; inconclusive means between about 1.1 nM and that limit
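Fluorescein stocks ranging 3 mM down to 300 nM, plus DMSO blanks, were pinned alongside compounds to build a per-plate standard curve. Buffer: 100 mM Tris, pH 8.0. Incubation 15 min, room temperature; filters 480/540 nm.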
Rhodamine fluor: qHTS Assay for Spectroscopic Profiling in Rhodamine Spectral Region; hit rate 0.05% among 59,000; Rhodamine-region fluorescence, 547/598 nm, Tris buffer; stronger effect = higher value; max dye-equivalent concentration, M; AID 594, 2007; in the data active means max dye-equivalent concentration above about 11 nM; inconclusive means between about 1.1 nM and that limit
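Compounds in 100 mM Tris buffer, pH 8.0, were incubated 15 min at room temperature, then read at 547 nm excitation and 598 nm emission. Fluorescence was normalized against a per-plate six-point rhodamine standard curve as dye-equivalent concentration.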
HEK293 cAMP cs: qHTS Assay for Agonists of the Thyroid Stimulating Hormone Receptor: Activators of Intracellular cAMP Concentrations in Parental HEK 293. AID 938, 2007. hit rate 2.5% among 73,000. parental HEK293 CNG cAMP sensor, membrane potential fluorescence. Potency, µM (doses to about 57.1 µM), without a hit: at the highest dose activation, hits mostly activators; further: potency means the concentration at half of the fitted maximal effect; % of control where 0% means no effect; nearly all actives have a fitted effect of over 55% in size
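Parental HEK 293 cells stably expressing a cAMP-gated CNG channel were loaded with membrane potential dye containing 100 uM RO 20-1724 for 60 min. Compound added for 30 min; depolarization read as fluorescence intensity at 590 nm.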
Casp1 inh: qHTS Assay for Allosteric/Competitive Inhibitors of Caspase-1; P29466; Caspase-1 enzyme, Ac-WEHD-AFC fluorogenic rate; Potency, µM (titrated, usually from 57.5 µM), inactives show top-dose activity change, negative = inhibition, most hits filed as inhibitors; hit rate 0.03% among 75,000; AID 900, 2007;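 further: potency means the concentration at half of the fitted maximal effect; plate controls were vehicle for no effect and no substrate for full effect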
An asterisk follows results filed as active; i = inactive; ? = inconclusive; nt = not tested or not shown; & = joins results of further samples; [ ] = another dose, or the depositor's remark. Unless noted, the call rests on the fitted dose curve; in most records, active means well fitted curve in the direction sought with a large enough effect; inconclusive means small, poorly fitted or top-dose-only effect, or another doubt; inactive means no such curve, though single readings can be large; an effect the other way counts as inactive or inconclusive. The list is partial; count on the stated rates, not on these rows.

| SMILES | Casp1 inh | HEK293 cAMP cs | A350 autofl | Tau fil binding | Casp7 inh | ERK AVP block | Luciferase inh | 4-MU autofl | TexasRed autofl | Rhodamine fluor | Fluorescein autfl |
| --- | --- | --- | --- | --- | --- | --- | --- | --- | --- | --- | --- |
| O=C(CSc1n[nH]c(-c2cccs2)n1)N1CCN(S(=O)(=O)c2ccccc2)CC1 | 3.8% | -3.3% | i | -6.8% | -2.2% | 11.3% | -0.7% | i | i | i | i |
| c1csc(CNc2cc(-c3ccoc3)ncn2)c1 | -8.2% | 4.5% | i | 16.7% | -19.1% | -10.4% | -0.9%[2.29 µM] | i | i | i | ? |
| CCOC(=O)C1CCCCN1Cc1ccccc1C(F)(F)F (stereo not given) | 0.0% | 26.4% | i | 6.1% | -0.7% | 2.3% | 3.3% | i | i | i | i |
| O=C(COc1cc(Cl)c(Cl)cc1Cl)NCCN1CCOCC1 | 1.3% | -0.5% | ? | 8.2% | 0.3% | -4.2% | -0.3% | ? | i | i | ? |
| COC(=O)c1[nH]c(=O)c2ccccc2c1OCc1ccccc1 | 0.8% | ? | i | 9.3% | -0.1% | 9.1% | -1.9% | i | i | i | i |
| NC(=O)c1ccccc1[N+](=O)[O-] | -2.0% | 14.9% | nt | 0.4% | -0.2% | 4.1% | nt | nt | nt | nt | nt |
| Oc1ccc(COCc2ccccc2)c2cccnc12 | -1.2% | ? | i | -13.1% | 1.8% | -26.9% | -2.4% | i | i | i | i |
| CC(=O)NNC(=O)N1Cc2ccccc2Oc2ccc(Cl)cc21 | -3.1% | 20.1%&2.2% | 1.47e-08M* | ? | -0.9% | -28.6% | 2.3%&-0.5% | 1.49e-08M* | i | i | ? |
| CCOC(=O)c1sc(N)c(C#N)c1CSc1nc2ccc(OCC)cc2[nH]1 | -1.9% | 1.2% | i | -9.3% | -0.8% | -15.0% | 2.6% | i | i | i | i |
| Fc1ccc(N2CCN(c3nc(-c4ccco4)cc(C(F)(F)F)n3)CC2)cc1 | 1.6% | ? | i | -26.8% | -18.5% | 18.1% | 1.2% | i | i | i | ? |
| O=C(CSc1nnc(-c2ccccc2Br)o1)Nc1cccc2ccccc12 | -1.9% | ? | i | 7.3% | 3.9% | -4.0% | -36.8% | i | i | i | i |
| CCN(CC)CCn1cnc2c([nH]c3cccc(OC)c32)c1=O | -1.5% | 13.5% | ? | -6.9% | -9.3% | 20.3% | 3.9% | i | i | i | ? |
| Cc1ccc(NS(=O)(=O)c2ccc(CCC(=O)N3CCOCC3)cc2)cc1 | -0.7% | 7.7% | i | -4.9% | -0.6% | ? | 1.9% | i | ? | i | i |
| O=c1cc(N2CCCCC2)nc2n1CCCS2 | nt | nt | i | nt | nt | nt | -3.4%[25.5 µM] | i | i | i | i |
| O=C(CN1CCCN(S(=O)(=O)c2ccc(F)cc2)CC1)Nc1ccccc1Br | -2.9% | ? | i | 13.2% | -1.7% | ? | 1.2% | i | i | i | i |
| O=S(=O)(c1cccc2cccnc12)n1cnc2ccccc21 | -0.7% | 8.9% | i | -3.9% | -2.0% | -37.0% | 1.4% | i | i | i | i |
| Cc1cc(C)n(-c2nncc(-c3ccccc3)n2)n1 | 0.6% | -15.5% | nt | 15.8µM* | -2.1% | -24.7% | -6.3% | nt | nt | nt | nt |
| CCc1c(C)c2ccc(OCC(=O)OC)cc2oc1=O | -0.2% | 1.7% | ? | -5.2% | 0.1% | -39.6% | ? | ? | i | i | i |
| CN(C)C(=O)CSc1nnc(-c2cccnc2)n1-c1ccccc1 | -1.6% | 2.3% | nt | -13.0% | 1.7% | nt | 2.5% | nt | nt | nt | nt |
| CN1CCc2c(sc3nc(SCC(=O)N4CCOCC4)nc(N)c23)C1 | -1.4% | 3.4% | i | 51.5% | -0.1% | -20.8% | -5.9% | i | i | i | i |
| O=C1CCCN1CC(CN1CCOCC1)Sc1nc2ccccc2c(=O)n1-c1ccccc1 (stereo not given) | -1.8% | 13.8% | i | 5.3% | -1.2% | -23.3% | 0.3% | i | i | i | ? |
| CCCN1C(=O)c2cc(C(=O)NCc3cccs3)ccc2C1O (stereo not given) | -0.8% | 5.9% | nt | -4.5% | -4.0% | -4.1% | 1.0% | nt | nt | nt | nt |
| CCCn1c(-c2ccc(F)cc2)nc2c(NC(C)CN(C)C)nc(C)nc21 (stereo not given) | 2.4% | ? | nt | -8.4% | -0.6% | -0.4% | nt | nt | nt | nt | nt |
| O=C(Nc1cccnc1)c1cnn2cccnc12 | 0.7% | -0.4% | i | -1.0% | 2.0% | -14.8% | -0.4% | i | i | i | i |
| CC(C)=C1C2CC2C2C(C(=O)O)C12 (stereo not given) | 0.2% | 6.8% | i | 6.9% | 2.1% | 12.6% | 0.9% | i | i | i | ? |
| CC(CCc1ccco1)NC(=O)Cn1ncc2c(=O)oc3ccccc3c21 (stereo not given) | -2.0% | 24.8% | nt | 25.4% | 2.1% | -12.3% | 2.4% | nt | nt | nt | nt |
| Cc1ccc(S(=O)(=O)N2CCC(C(=O)NCCN3CCCCCC3)CC2)cc1 | -1.1% | 1.1% | ? | -16.0% | -0.6% | -8.9% | -2.3% | i | ? | i | i |
| Cc1cn(CC2COC(C)(C)O2)c(=O)[nH]c1=O (stereo not given) | -1.1% | 4.5% | i | -7.7% | 2.2% | 1.6% | 2.5% | i | i | i | i |
| N#CCCN(CCC#N)C(=O)c1ccc(Cl)cc1 | 4.7% | 0.4% | i | -2.0% | 1.2% | -1.8% | 0.7% | i | i | i | i |
| COc1cc(NC(=O)CSCc2cnn(-c3ccccc3)c2-n2cccc2)cc(OC)c1 | -3.0% | 11.2% | i | -10.9% | -2.0% | 14.2% | -1.8% | i | ? | i | ? |
| COc1ccc(-c2nc3ccccc3s2)cc1O | -1.4% | -3.1% | i | 27.6% | -2.5% | ? | 1µM* | i | i | i | i |
| C[C@H](NC[C@H](O)CP(=O)(O)CC1CCCCC1)c1ccc(Cl)c(Cl)c1 | 0.0% | 28.8% | nt | ? | -1.0% | -2.5% | 1.2% | nt | nt | nt | nt |
| O=C(Nc1ccc(-c2nc3ccccc3o2)cc1)c1ccc2c(c1)OCO2 | -2.2% | 12.0% | 5.62e-08M* | 68.6% | -0.4% | -7.3% | 2.1% | 6.77e-08M* | i | i | ? |
| O=CN1CC(=O)N(c2ccccc2)c2c([nH]c3ccccc23)C1 | -3.4% | 6.3% | i | -2.9% | -5.2% | -0.4% | 1.7% | i | i | i | i |
| CCOc1ccc(-c2noc(CCC(=O)NC)n2)cc1OCC | -1.9% | -6.3% | i | 2.6% | 0.3% | ? | -0.6% | i | i | i | i |
| Oc1ccc2ccccc2c1C=NC12CN3CCN(CN(C3)C1)C2 | nt | nt | ? | nt | nt | nt | -1.2%[25.5 µM] | ? | i | i | i |
| CCOC(=O)C1=C(C)N(C2CCCCC2)C(=O)C1 | -0.8% | ? | nt | 8.1%[11.4 µM] | 0.1% | 6.0% | -1.7% | nt | nt | nt | nt |
| CNC(=O)CN(C1CCCCC1)S(=O)(=O)c1ccc(F)cc1 | -0.9% | 20.1% | ? | 59.3% | -0.1% | -17.7% | -0.3% | ? | i | i | i |
| Cc1cc(C)nc(SCc2nnc(SCc3ccccc3Cl)o2)n1 | -2.5% | 20µM* | i | 4.0% | -4.8% | 19.2% | 0.8% | i | i | i | ? |
| CCCCOP(=O)(c1ccc(N(C)C)cc1)C(O)c1ccccc1F (stereo not given) | -0.2% | 12.5% | ? | -1.6% | 0.2% | 7.1% | -0.3% | ? | ? | i | i |
| O=C(CSc1nc2ccccc2[nH]1)Nc1cc(C(F)(F)F)ccc1N1CCOCC1 | -0.6% | 8.7% | i | 1.4% | -2.5% | ? | -0.1% | i | i | i | i |
| CC(C)CNC(=O)C1CCN(c2ccc(S(=O)(=O)N3CCOCC3)cc2)CC1 | -4.4% | 2.2% | i | 1.1% | 1.3% | -3.3% | 0.6% | i | i | i | i |
| COc1ccc(-c2nnc(SCC(=O)Nc3ccccc3OC)o2)cc1 | -2.8% | 13.3% | i | 9.8% | -2.7% | -22.9% | 0.3% | i | i | i | i |
| CC(=O)O[C@H]1C[C@@H]2CC[C@@H]3[C@H](CC[C@@]4(C)[C@H]3C[C@H]([N+]3(C)CCCCC3)[C@@H]4OC(C)=O)[C@@]2(C)C[C@@H]1[N+]1(C)CCCCC1 | nt | nt | i | nt | nt | nt | -1.9%[25.5 µM] | i | i | i | i |
| CSc1nc2sc3c(c2c2nnnn12)CCC3 | nt | nt | ? | nt | nt | nt | 0.2%[25.5 µM] | ? | i | i | i |
| CCOC(=O)C1=C(C)N(C)C(=O)NC1c1cc2c(cc1Br)OCO2 (stereo not given) | -2.3% | 28.7% | i | -2.3% | 0.6% | 1.8% | 0.6% | i | i | i | i |
